PolyA inh: blocks polyadenylation in yeast reporter cells | S. cerevisiae SKY197-pL101 polyadenylation reporter, beta-gal luminescence; efflux-impaired pdr1/pdr3 knockout yeast; score 100 = 6 SD above DMSO | calls only at 12 µM | hit rate 0.02% among 300,000;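 active = lowest replicate activity score at least 50, where 100 means six control SD above control mean; inconclusive = lowest score under 50 but half or more replicates reach 50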;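 note: yeast exposed to compound for 9 h at 30 °C; higher score means more reporter readthrough which indicates perturbed polyadenylation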
GSK3A inh: human GSK-3 alpha kinase inhibition; P49840; ADP-Glo luminescence, 60 min; inhibition, % at 10 µM; hit rate 0.1% among 320,000;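 in the data active = inhibition above about 50%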;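 note: GST-tagged GSK-3 alpha with peptide substrate and 25 µM ATP; 0% = DMSO neutral wells and 100% = GW8510 positive control wells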
Target sequence (P49840 whole entry, looked up): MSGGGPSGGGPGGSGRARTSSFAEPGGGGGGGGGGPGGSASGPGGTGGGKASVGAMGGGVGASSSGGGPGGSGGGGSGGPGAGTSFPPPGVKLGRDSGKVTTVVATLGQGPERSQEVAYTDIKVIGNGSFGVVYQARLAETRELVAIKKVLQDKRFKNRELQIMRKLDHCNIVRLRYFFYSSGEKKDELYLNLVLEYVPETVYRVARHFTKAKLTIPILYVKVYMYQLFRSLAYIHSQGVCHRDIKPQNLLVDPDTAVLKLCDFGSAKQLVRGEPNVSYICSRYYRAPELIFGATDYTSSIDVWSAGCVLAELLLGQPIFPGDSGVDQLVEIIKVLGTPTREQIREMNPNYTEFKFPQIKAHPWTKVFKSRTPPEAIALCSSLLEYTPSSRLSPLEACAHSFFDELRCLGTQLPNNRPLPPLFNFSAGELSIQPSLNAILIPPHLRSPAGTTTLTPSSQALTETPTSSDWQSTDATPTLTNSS
HSP90 refold inh: blocks HSP90-mediated luciferase refolding in reticulocyte lysate; AID 1789; Rabbit reticulocyte lysate, luciferase refolding luminescence, 3 h; hit rate 0.91% among 290,000; inhibition, % at 5.6 µM;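 active = inhibition above the screen-wide mean plus 3 SD, computed separately per campaign, cut at about 16% in these data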;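 note: 0% = DMSO wells and 100% = 60 µM geldanamycin wells; inhibitors lower the luminescence because luciferase stays unfolded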
IEC-6 cytotox: IEC-6 cytotoxicity, counter-screen for KLF5 inhibitors; luminescence viability; inhibition, % at 5 µM; hit rate 0.78% among 290,000; AID 1825; in the data active = inhibition above about 22%;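 note: 0% = plate median of test compound wells and 100% = cytotoxic reference compound wells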
AI-2 QS modul: Vibrio harveyi AI-2 quorum sensing modulation. hit rate 0.4% among 300,000. Vibrio harveyi JMH597 AI-2 luminescence/OD600 ratio, 9 h; stronger effect = lower value; strain lacks LuxN and CqsS sensors; 0 = neutral-control median. AID 2094. activity change, % at 7.5 µM; in the data active = activity change below about -75%, passing the limit was not always enough; inconclusive = no clear call, values can overlap the other calls;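 note: luminescence divided by OD600 gain over 9 h not by final OD600 alone; inactives centre near 13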
HSF1 inh: HSF1 inhibition | NIH3T3-HGL HSE-luciferase, MG132-induced, luminescence 8 h; stronger effect = lower value | activity change, negative = inhibition, % at 7.5 µM (by protocol) | hit rate 0.77% among 300,000 | AID 2098;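 active = more than half of replicate wells show activity change below -50%, luminescence cut by over half; inconclusive = some wells, but at most half, below -50%; inactive = no replicate well below -50%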;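 note: luciferase reports HSF-1 transcriptional activity via heat shock element; 0% = median of DMSO wells and -100% = zero luminescence signal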
aSyn 5UTR inh: 5' untranslated region of α-synuclein, MLPCN primary screen; inhibition, % (tested at 7.5 µM); alpha-synuclein 5'UTR reporter, inhibitor activity; AID 1813; hit rate 0.82% among 300,000; in the data active = inhibition above about 60%; inconclusive = no clear call, values can overlap the other calls;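 note: H4 neuroglioblastoma cells stably carrying SNCA 5'UTR luciferase fusion; 0% = DMSO wells and 100% = positive control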
GSK3B inh: human GSK3beta kinase inhibition; GST-GSK3beta kinase, ADP-Glo luminescence, 60 min; stronger effect = lower value; activity score (negative = inhibition), % at 10 µM; hit rate 0.038% among 300,000;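 active = more than half of replicate wells score below -50%, meaning over 50% inhibition versus plate controls; inconclusive = some replicates but at most half score below -50%; inactive = no replicate scores below -50%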;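 note: 0% = median DMSO wells and -100% = median GW8510 positive control wells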
Target sequence (P49841 whole entry, looked up): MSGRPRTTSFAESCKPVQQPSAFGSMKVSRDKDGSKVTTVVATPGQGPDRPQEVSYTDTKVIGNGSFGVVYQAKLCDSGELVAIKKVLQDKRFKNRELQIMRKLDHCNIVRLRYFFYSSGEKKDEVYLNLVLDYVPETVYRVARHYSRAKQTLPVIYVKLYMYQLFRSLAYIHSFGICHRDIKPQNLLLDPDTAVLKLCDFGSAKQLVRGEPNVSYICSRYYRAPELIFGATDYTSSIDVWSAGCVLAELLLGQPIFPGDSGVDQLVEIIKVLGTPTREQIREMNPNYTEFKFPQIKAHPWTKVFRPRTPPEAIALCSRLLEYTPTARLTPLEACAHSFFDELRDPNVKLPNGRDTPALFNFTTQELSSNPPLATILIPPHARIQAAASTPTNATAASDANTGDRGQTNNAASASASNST
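Assay system: GST-fused GSK3beta enzyme, cell-free / Medium: Tris pH 7.5 buffer with MgCl2, DTT, BSA, heparin / Also added: peptide substrate plus 25 µM ATP (final) / Compound: 10 µM single point / Timing: kinase reaction with compound 60 min at room temperature / Detection: ADP-Glo luminescence / Benchmarks: DMSO neutral wells and GW8510 at 20 µM as positive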
HSF1 activator: increases HSF-1 driven luciferase reporter signal; NIH3T3-HGL HSF-1 luciferase reporter, MG132, 8 h; 100% = twice DMSO control signal; activation, % at 9 µM; hit rate 1.7% among 300,000; AID 504408;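 active = mean replicate activation of at least 50% with a set share of replicates each reaching 50%; inconclusive = only one of those two conditions met; inactive = mean below 50% and too few replicates reaching it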;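 note: 0% = median of the neutral control wells and 100% = twice that signal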
KLF5 inh: suppresses KLF5 promoter-driven expression; DLD-1 KLF5 promoter-luciferase reporter, luminescence; inhibition, % at 5 µM; hit rate 0.23% among 290,000; AID 1700;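 active = inhibition above a per-plate limit of that plate's mean compound inhibition plus 3 SD, cut at about 60% in these data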;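 note: 0% = DMSO wells and 100% = LY294002 at 200 µM; higher means less KLF5 promoter-driven luciferase light; inactives centre near -14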
An asterisk follows results filed as active; i = inactive; ? = inconclusive; . = not tested or not shown. The list is partial; the hit share may differ from the screen's.

SMILES	PolyA inh	GSK3A inh	HSP90 refold inh	IEC-6 cytotox	AI-2 QS modul	HSF1 inh	aSyn 5UTR inh	GSK3B inh	HSF1 activator	KLF5 inh
CCOc1ccccc1CN1CCC(N2CCC(C(=O)NC3CC3)CC2)CC1	i	-3	-3	2	18	1	0	5	1	-7
O=C(Nc1nnc(C2=COCCO2)o1)c1ccc(F)cc1	i	3	3	-3	29	-5	-19	-1	1	-10
COC(=O)COc1cc(OCC(=O)OC)c2c(C)c(Cl)c(=O)oc2c1	i	0	0	3	-1	-5	-7	-3	12	-22
COc1cc2c(cc1OC)CN(C(=S)Nc1ccccc1Cl)CC2	i	3	6	2	16	-2	8	5	1	-4
COc1ccc(CN2CCC(C(=O)Nc3ccc(Oc4cccnc4)cc3)CC2)c(C)c1C	i	1	-8	-1	-8	-83*	37	1	-88	-3
CC1(CCc2ccc(O)cc2)NC(=O)NC1=O (stereo unspecified)	i	-2	5	6	16	2	25	-3	1	-3
CCN(CC)S(=O)(=O)c1ccc(N2CCCC2)c(C(=O)OCC(=O)/C(C#N)=C(\C)N)c1	i	-3	0	3	28	0	-15	1	-6	-25
CCOC(=O)C1(CCCc2ccccc2)CCN(C(=O)CCCn2cncn2)CC1	i	0	-1	-5	18	9	17	0	5	-15
Cc1ccc(S(=O)(=O)N2CCN(CC(=O)NC(=O)NCc3ccco3)CC2)cc1C	i	4	-2	-6	-1	-3	12	1	8	-5
CC1SC(=NC(=O)c2ccco2)NC1=O (stereo unspecified)	i	3	2	-2	13	-5	1	3	-1	3
CC(C)(C)CC(=O)Nc1nnc(SCC(=O)NC2CCCC2)s1	i	0	2	-3	3	5	18	2	8	-16
CCCNC(=O)Cn1cnc2sc(C(=O)N3CCN(c4ccc(F)cc4)CC3)c(C)c2c1=O	i	-2	-1	-2	22	0	-10	2	-1	0
N#Cc1cc2c(nc1SCc1ccccc1)CCCC2	i	-1	5	9	3	-4	1	0	11	7
NS(=O)(=O)c1ccc(CNC(=O)COc2ccc3c4c(c(=O)oc3c2)CCCC4)cc1	i	-2	1	0	6	-3	-36	7	1	-8
CC(c1ccco1)N(C(=O)c1ccccc1F)c1ccccn1 (stereo unspecified)	i	.	2	0	24	-7	13	4	11	-12
N#CCC(=O)Nc1ccc(C(=O)OCC(=O)c2ccc3c(c2)OCCO3)cc1	i	-3	20*	-5	31	4	-112	-2	-3	-16
COc1cc(OC)c(C(=O)Nc2ccccc2-c2ccccc2)cc1OC	i	1	2	3	-4	3	1	-3	14	-32
O=C(CN1CCN(S(=O)(=O)c2ccc(Br)cc2)CC1)Nc1ccc(F)cc1	i	-1	7	11	21	2	-3	-2	-6	24
CC(C)NC(=O)NC(=O)COc1ccc(Br)cc1Br	i	-1	11	-2	34	70	-11	0	87*	-182
CC(C)=CCC/C(C)=C/COc1ccc2ccc(=O)oc2c1	i	-1	0	5	14	6	-24	4	9	-21
CC12CCC(=O)N1C(C(=O)Nc1ccc(S(=O)(=O)N3CCCCC3)cc1)CS2 (stereo unspecified)	i	-4	.	.	-33	-6	-6	3	-3	.
CC(=O)c1ccc(NC(=S)N2CCCC2)cc1	i	-1	2	6	22	-6	-22	-1	-15	-36
COc1ccc(NC(=O)Nc2ccc(OC)c(OC)c2)c([N+](=O)[O-])c1	i	-3	-2	-5	16	-5	-34	3	0	-40
CCCNC(=O)c1ccc(N2CCC3(CC2)CC(c2ccccc2)=NO3)c(N)c1	i	-2	0	-8	16	2	11	-2	9	-12
CCC(CC)C(=O)N1CCN(c2cccc(C)c2C)CC1	i	-1	-1	4	-7	-7	-8	-2	-11	4
O=C(CCNS(=O)(=O)c1ccc(Cl)cc1)N1CCOCC1	i	0	-2	4	-11	-1	5	-1	0	-11
O=c1[nH]c2cc3c(cc2cc1CN(CCN1CCOCC1)C(=S)NCC1CCCO1)OCO3 (stereo unspecified)	i	-1	5	10	12	0	25	2	-13	5
COc1c2c(nc3occc13)C(CC=C(C)C)(OC)C(=O)C=C2 (stereo unspecified)	i	0	0	-9	28	1	1	2	1	7
CCCCCCCCCCCCN1[C@@H](CC(=O)OC)c2cc(F)ccc2S1(=O)=O	i	-2	.	.	38	-7	-9	-2	7	.
O=C(CSc1nnc2scc(-c3ccccc3)n12)NCC1CCCO1 (stereo unspecified)	i	-2	0	0	17	-1	-6	-3	-21	-37
Cc1nc(CN(C)Cc2nc(Cc3cccc(F)c3)no2)cs1	i	-5	2	3	25	0	5	0	2	-24
CC(C)c1[nH]nc2c1C(c1cccnc1)C(C#N)=C(N)O2 (stereo unspecified)	i	-1	-4	-2	21	7	-6	-5	6	-11
COc1ccc(-c2ccc3nnc(SCC(=O)NCC4CCCO4)n3n2)cc1 (stereo unspecified)	i	-1	.	.	25	6	15	-2	-5	.
Cc1nn(CC(=O)Nc2ccc(C(C)C)cc2)c(C)c1[N+](=O)[O-]	i	-4	-2	6	19	4	16	-3	21	8
O=C(c1cc2ccccc2o1)N1CCCC1	i	-1	4	4	19	4	-11	0	-2	-45
COc1ccc(CNC(=S)Nc2ccccc2)cc1Cl	i	-1	9	8	-37	10	5	-4	20	-23
CCN1C(=O)N[C@@H](CCc2ccccc2)C(C(=O)OC)=C1C	i	-1	.	.	12	9	13	0	13	.
C=CCc1cccc(CNc2nc3ccccc3n2C(C)C)c1O	i	-2	7	6	23	23	5	1	36	-1
CC12CCC(C(=O)NC3CCCCC3)([C@H](Br)C1=O)C2(C)C (stereo partly specified)	i	0	-1	-12	21	-9	17	2	-13	-5
CCn1cnc2c1c(=O)n(CC(=O)Nc1ccc(C(N)=O)cc1)c(=O)n2Cc1ccccc1	i	0	-2	7	1	0	8	1	19	-8
CCOc1ccc(/C(C)=N/NC(=O)Cn2nc([N+](=O)[O-])cc2C)cc1	i	-13	1	5	15	-5	-12	-3	-6	-6
COC(=O)c1ccc(COC(=O)c2ccc(S(=O)(=O)N3CCC(C)CC3)cc2)o1	i	0	3	1	24	-1	-10	4	7	11
CC(C)NC(=O)C1CC(=O)N(c2ccc(F)c(Cl)c2)C1 (stereo unspecified)	i	1	-2	-1	31	-1	12	-1	-3	-7
NC(=O)CSc1oc(-c2cccs2)nc1S(=O)(=O)c1ccccc1	i	-2	6	-4	17	-2	24	-2	-3	9
Cc1ccccc1COC(=O)CCCC1=NS(=O)(=O)c2ccccc2N1	i	-1	3	5	15	7	11	-6	4	4
Cc1cccc(C)c1Nc1nnc(SCC(=O)NCc2cccs2)s1	i	-7	0	0	28	5	-3	0	3	-9
Cc1ccc(N=C(N(C)C)P(=O)(N(C)C)N(C)C)c(C)c1	i	-2	1	-13	17	0	10	2	-5	-25
COc1ccc(Cl)cc1N(CC(=O)Nc1ccc2c(c1)OCCO2)S(C)(=O)=O	i	-4	3	-1	8	-16	-2	-3	-22	-13
O=C(Nc1cccc(-c2cccc(F)c2)c1)C1CCN(C2CCOCC2)CC1	i	1	-7	-3	-9	-11	-22	0	-6	-1
CN(C)CCCn1c(SCc2ccc(Cl)cc2)nnc1-c1ccncc1	i	-10	-1	-5	5	-4	-1	-2	-6	-14

Following part.
SMILES	PolyA inh	GSK3A inh	HSP90 refold inh	IEC-6 cytotox	AI-2 QS modul	HSF1 inh	aSyn 5UTR inh	GSK3B inh	HSF1 activator	KLF5 inh
Cc1ccc(-c2nc(CCNC(=O)c3ccco3)cs2)cc1	i	.	.	.	12	3	3	2	10	.
COCCCNc1nc2nonc2nc1NCCSC	i	-2	0	-6	16	-7	0	-6	-1	-4
COc1ccc(-c2cc(C(F)(F)F)n3ncc(C(=O)Nc4c(C)n(C)n(-c5ccccc5)c4=O)c3n2)cc1	i	0	-3	-7	8	-7	-7	2	-1	-22
Cc1cccc(NC(=O)CCC(=O)c2cccs2)n1	i	0	.	.	26	2	-26	0	0	.
CC(OC(=O)Cc1ccc(Br)cc1)C(=O)NC1CCCCC1C (stereo unspecified)	i	1	0	-4	58	-7	6	2	-6	-11
N#C/C(=C/c1ccc(N2CCCCCC2)o1)c1cccc(F)c1	i	-3	2	1	12	48	-286	3	81*	-35
CCCC(=O)NCCc1nc2ccccc2n1CC(=O)c1ccccc1	i	-8	2	2	-6	-7	23	-4	4	3
COc1cccc(-n2c(C)c3c(OC)cccc(=O)c3c2C)c1	i	-3	-1	-2	17	19	5	1	11	-1
CC(C)n1c(Nc2ccccc2)nc2ccccc21	i	1	4	0	33	-7	26	1	4	-8
COC(=O)c1cc(NC(=O)CSc2ncn[nH]2)ccc1Cl	i	.	-3	0	19	-6	-3	1	-9	-29
CN(Cc1ccnc2ccccc12)C(=O)C1CCC(=O)N(Cc2ccccc2F)C1 (stereo unspecified)	i	-1	-2	1	15	-9	2	1	9	6
COc1ccccc1N1CCN(C2CCCN(S(=O)(=O)c3ccc(C)cc3)C2)CC1 (stereo unspecified)	i	.	11	-2	3	-2	10	1	-10	-13
COc1ccc(N2CCN(C(=O)CCCCCn3c(=O)[nH]c4ccsc4c3=O)CC2)cc1	i	-1	-8	-5	15	-1	13	0	9	-59
Cc1ccc(C(=O)NCCN2CCN(C(=O)c3ccc(C)c(C)c3)CC2)cc1C	i	.	-2	-8	7	-8	1	-5	-9	-22
CCOC(=O)C1=C(COC(=O)COc2ccc(C(C)=O)cc2)NC(=O)NC1C (stereo unspecified)	i	-1	.	.	21	-3	6	0	-3	.
COC(=O)CNC(=O)C1CCN(c2nc(C)cc(C)n2)CC1	i	-2	1	-2	13	.	.	1	.	-21
COc1ccccc1NC(=S)N1CCN(c2ccc(F)cc2)CC1	i	-6	-3	-12	3	0	30	1	2	-33
c1ccc(N2CCN(c3ccccc3)C2c2cccnc2)cc1	i	0	-2	5	-5	7	-15	1	7	-26
COc1ccccc1C(=O)NC(CCSC)C(=O)NNC(=O)c1csc(N2CCOCC2)n1 (stereo unspecified)	i	-3	2	-5	5	-4	13	-2	3	-17
C=CCn1c(SCC(=O)NC)nc2sc3c(c2c1=O)CCC3	i	-5	0	0	9	.	14	-2	.	-8
N#Cc1nc(-c2ccco2)oc1N1CCOCC1	.	-1	-2	3	20	15	3	2	?	-24
CC(C)CCN1C(=O)c2ccc(C(=O)NCc3ccccn3)cc2C1=O	i	2	.	.	14	-1	0	2	-4	.
O=C(O)CCC(=O)N1CCN(c2nc(-c3ccccc3)c3cc(Br)ccc3n2)CC1	i	-2	0	1	24	-4	19	-11	-2	-15
CC(=O)c1n[nH]nc1NC(=O)c1ccccc1	i	-4	3	0	13	0	3	-5	-7	-1

Compound activity from PubChem BioAssay.
